# OXTR potentiate – potentiators of human oxytocin receptor | AID 2445 | activation, % at 3 µM | P30559 | hit rate 0.061% among 320,000 | CHO-OTR cells, Fluo-8 calcium fluorescence, potentiator mode; 0% = oxytocin EC15, 100% = EC100;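 active means activation above that plate's cutoff, the mean activation of tested compounds plus 3 SD, cut at about 6.6% in these data, passing the limit was not always enough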;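 further: 100% uses oxytocin at 75 nM as the full agonist control; some results filed as inactive read as strong as hits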
# Target sequence (P30559 whole entry, looked up): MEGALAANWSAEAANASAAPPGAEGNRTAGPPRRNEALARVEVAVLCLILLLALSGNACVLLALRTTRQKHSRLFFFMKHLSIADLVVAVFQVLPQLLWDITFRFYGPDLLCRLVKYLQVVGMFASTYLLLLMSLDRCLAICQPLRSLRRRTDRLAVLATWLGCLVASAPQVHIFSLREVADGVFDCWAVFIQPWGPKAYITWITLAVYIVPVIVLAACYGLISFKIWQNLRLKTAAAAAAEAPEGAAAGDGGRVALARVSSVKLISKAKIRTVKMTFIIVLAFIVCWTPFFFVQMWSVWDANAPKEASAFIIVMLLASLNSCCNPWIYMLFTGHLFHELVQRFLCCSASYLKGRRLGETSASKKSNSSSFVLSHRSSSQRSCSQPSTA
#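 Material: human OTR in CHO cells. Compound: 3.0 µM, one dose. Timing: compound 6 min at room temperature before oxytocin, 100 s read. Evaluation: % activation of max/min ratio relative to oxytocin controls. Replication: single well per compound, singlicate. Signal: Fluo-8 calcium dye fluorescence.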
# M1 ag – agonists of human M1 muscarinic receptor; CHO-K1 hM1, Fluo-8 calcium fluorescence, agonist mode; 0% DMSO, 100% acetylcholine EC100; activation, % at 3 µM; hit rate 0.33% among 360,000;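 active means activation above the run's mean compound activation plus 3 SD, cut at about 16% in these data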;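 further: peak over basal fluorescence ratio within a 140 s kinetic read after compound addition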
# Target sequence (P11229 whole entry, looked up): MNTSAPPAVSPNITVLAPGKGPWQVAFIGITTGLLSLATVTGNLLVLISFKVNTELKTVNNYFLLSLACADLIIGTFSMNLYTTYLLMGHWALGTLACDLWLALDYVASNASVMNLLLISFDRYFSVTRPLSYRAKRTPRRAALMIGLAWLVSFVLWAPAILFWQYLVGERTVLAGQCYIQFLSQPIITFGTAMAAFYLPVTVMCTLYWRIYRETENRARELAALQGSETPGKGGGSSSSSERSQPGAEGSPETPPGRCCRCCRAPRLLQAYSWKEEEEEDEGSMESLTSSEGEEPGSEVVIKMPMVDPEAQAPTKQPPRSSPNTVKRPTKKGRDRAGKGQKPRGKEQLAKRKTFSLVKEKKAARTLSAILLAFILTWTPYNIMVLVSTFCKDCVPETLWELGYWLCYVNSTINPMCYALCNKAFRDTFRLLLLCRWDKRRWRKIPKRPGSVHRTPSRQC
# CHRM1 antagonist – antagonists of human M1 muscarinic receptor; P11229; CHO-K1 hM1, Fluo-8 calcium fluorescence, ACh EC80 antagonist; inhibition, % at 3 µM; hit rate 1.3% among 360,000; AID 588852;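 active means percent inhibition above its own plate's cutoff, namely the mean of that plate's compound wells plus 3 SD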;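 further: peak over basal fluorescence ratio during 140 s after agonist addition; 0% = ACh EC80 plus DMSO and 100% = DMSO alone without agonist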
# M1 PAM – potentiates human M1 receptor response to acetylcholine | CHO-K1 hM1, Fluo-8 calcium fluorescence, ACh EC20; 0% = ACh EC20, 100% = maximal ACh | activation, % at 3 µM | hit rate 0.088% among 360,000 | AID 588819; in the data active means activation above about 19%, passing the limit was not always enough
# M4 antag – antagonists of human muscarinic M4 receptor (CHRM4) | hit rate 0.73% among 360,000 | P08173 | CHO-hM4 cells, ACh EC80, Fluo-8 calcium fluorescence | AID 624125 | inhibition, % at 3 µM;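 active means inhibition above its plate's cutoff, the mean inhibition of sample wells plus 3 SD, cut at about 27% in these data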;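 further: 0% = acetylcholine EC80 with DMSO and 100% = DMSO without agonist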
# M1 ag parental – counter-screen for M1 agonists: effect in parental CHO-K1 cells. activation, % at 3 µM. Fluo-8 calcium fluorescence; scaled to maximal ATP response, vehicle zero. hit rate 0.48% among 360,000; in the data active means activation above about 15%;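 further: untransfected CHO-K1 host cells lacking M1 receptor as counterscreen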
# CHO parental Ca – signal in parental CHO cells, OX1R antagonist counter-screen | parental CHO-K1, ATP-induced calcium, Fluo-8 fluorescence | inhibition, % at 5.6 µM | hit rate 0.63% among 330,000 | AID 463079;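 active means inhibition above that plate's mean sample inhibition plus 3 SD, cut at about 26% in these data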;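 further: 0% = ATP-challenged DMSO wells and 100% = DMSO wells without ATP; some compounds past the cut are filed as inactive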
#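 Material – parental CHO cells · Reagent – ATP stimulus · Compound – single nominal dose of 5.6 µM per compound · Detection – Fluo-8 fluorescence · Read-out basis – percent inhibition of calcium signal · Controls – ATP-challenged DMSO wells low, unchallenged DMSO wells high · Repeats – no replicates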
# CHO-K1 Ca antag – M1 antagonist counterscreen hit in parental CHO-K1 cells. hit rate 0.6% among 360,000. AID 602250. ATP-induced calcium, Fluo-8 fluorescence. inhibition, % at 3 µM;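 active means inhibition above a per-plate cutoff, the plate's mean sample inhibition plus 3 SD, cut at about 24% in these data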;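 further: 0% = DMSO plus EC80 ATP and 100% = DMSO alone without ATP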
# M4 ag – agonists of human muscarinic M4 receptor (CHRM4). P08173. CHO-K1 hM4/Gqi5, Fluo-8 calcium fluorescence; vehicle 0%, full acetylcholine response 100%. activation, % at 3 µM. hit rate 0.14% among 360,000. AID 624127;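 active means activation above the run mean over all test wells plus 3 SD, cut at about 32% in these data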;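 further: peak over basal fluorescence ratio per well then scaled between controls; 0% = DMSO wells and 100% = acetylcholine at EC100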
# The depositor's hits bear a star; . = no result given.
SMILES,OXTR potentiate,M1 ag,CHRM1 antagonist,M1 PAM,M4 antag,M1 ag parental,CHO parental Ca,CHO-K1 Ca antag,M4 ag
CCOCCCNC(=S)N1CCCN(c2nc3cc(C)ccc3cc2C#N)CC1,-12,-5,5,5,-4,0.2,-31,-15,0
COC(=O)c1ccc(NC(=O)c2ccccc2NS(C)(=O)=O)cc1,-14,1,0,1,-14,6.4,5,5,10
CCOC(=O)c1c(NC(=O)CN(CC)CC)sc2c1CCC2,-1,-9,-13,5,-7,0.2,-21,-38,-3
COc1cc(/C=C/C(=O)N2CCN(C(=O)/C=C/c3cc(OC)c(OC)c(OC)c3)CC2)cc(OC)c1OC,-1,-3,1,0,7,0.9,7,-9,1
Cc1ccccc1NC(=O)CSc1nnc(Cc2ccccc2)c(=O)n1N,-3,-2,-9,5,-5,0.9,-13,-3,0
Cc1cccc(NC(=O)CCCCCN2C(=O)[C@@H]3Cc4ccccc4CN3C2=O)c1,-7,0,-15,12,-2,5.7,-39,-20,9
COC(=O)c1sc(N)nc1C(C)(C)C,-7,-3,1,-1,-3,0.7,-9,-9,1
COC(=O)c1nc(NC(=O)C(C)C)n[nH]1,-2,-5,-8,4,2,2.3,-1,-8,0
CCOC(=O)c1c(C)[nH]c(C(=O)OC(C)C(=O)NC2CCCCC2C)c1C (stereo not given),-5,-4,-4,0,-6,1.0,-19,-11,1
CCOC(=O)N1CCN(c2c(N3CCN(c4ccccn4)CC3)c(=O)c2=O)CC1,0,-4,-16,6,-5,-0.1,-11,-1,2
Cc1cc(-c2cc(C(=O)NCc3ccccc3)on2)nc(NC2CCCC2)n1,-11,-4,25,-17,-6,-0.5,-21,5,6
CCCOc1ccc(N2CC(C(=O)Nc3ccccc3C(=O)NCc3ccco3)CC2=O)cc1 (stereo not given),-2,-1,-5,5,-6,1.1,-11,-46,5
CCOC(=O)c1c(NC(=O)c2cc(-c3ccc(O)cc3)on2)sc(C(C)=O)c1C,-9,-1,-16,12,2,-0.2,-7,7,1
CCCc1cc(C(=O)Nc2ccn(Cc3ccc(C)cc3)n2)no1,6,-6,-4,1,4,4.0,-18,2,-1
COc1ccc(-n2c(=O)cc(N3CCOCC3)[nH]c2=O)cc1,-7,-2,-7,6,-5,0.4,0,-10,1
CSc1nc2c(ccc3ccccc32)o1,-16,-3,-5,2,-10,0.1,-8,-8,1
Cc1ccc(NC2CCCN(C(=O)C3CCCCC3)C2)cc1C (stereo not given),-4,-1,-15,11,6,0.5,-11,0,0
CC1=CC(C)(C)N(C(=O)CNC2CCCCC2)c2cc(C)ccc21,-7,-6,99*,-24,47*,1.2,-21,-9,1
C=C(C)C1CC=C(C)/C(=N/NC(=O)CCCNc2cccc(C)c2)C1 (stereo not given),-3,-4,10,-10,7,0.5,-26,-6,0
O=C(c1cc(-c2ccc(Cl)cc2)on1)N1CCN(c2ccc(F)cc2)CC1,-8,-3,-4,3,-3,1.3,-12,-10,0
CCSc1ncc(Cl)c(C(=O)Nc2ccccc2C)n1,-1,-6,1,1,5,-1.2,-3,-1,-2
CC(Sc1nncs1)C(=O)Nc1ccc(Cl)cn1 (stereo not given),-5,-8,-5,4,7,0.5,-3,-2,0
O=C(CN1C(=O)CSC1=O)NCc1ccccc1,-13,-2,-9,3,0,-0.1,-7,-16,0
CCCC(=O)Nc1nnc(CC(=O)OCC)s1,-2,-3,-13,11,-2,1.0,2,-11,0
Cc1ccsc1C(=O)NCc1ccccc1Cl,-9,-5,7,0,-7,0.8,-12,-15,1
# Next section:
SMILES,OXTR potentiate,M1 ag,CHRM1 antagonist,M1 PAM,M4 antag,M1 ag parental,CHO parental Ca,CHO-K1 Ca antag,M4 ag
CCOC(=O)c1oc2ccccc2c1NC(=O)C(C)(C)C,-11,-1,7,0,-6,-0.5,-3,19,-1
O=C(Nc1nnc(-c2ccc(Br)cc2)o1)C1=COCCO1,-6,0,-9,9,0,0.5,9,-7,1
COc1ccc(Cl)cc1NC(=S)NCc1ccc(S(N)(=O)=O)cc1,-1,-7,-11,10,-6,1.0,1,-11,1
CCCN(CC(=O)Nc1ccccc1OC)C(=O)c1cccc(S(=O)(=O)NCc2ccccc2)c1,-8,0,2,1,-1,6.3,-14,0,6
CC(c1ccco1)N(C(=O)c1ccc(F)cc1)c1ccccn1 (stereo not given),-6,-4,-6,6,0,0.2,1,-2,1
Cc1ccc(NS(=O)(=O)c2ccccc2F)cc1S(=O)(=O)N1CCCCC1,-3,2,-6,0,-1,2.4,-19,-13,3
CCNCc1ccccc1OCc1ccccc1,-8,-10,0,-1,3,0.0,-15,-6,2
CC1CN(S(=O)(=O)c2ccc(C(=O)Nc3sccc3C(N)=O)cc2)CC(C)O1 (stereo not given),-6,-2,-1,-1,-3,5.7,-25,-1,10
O=C(CCn1c(=O)oc2ccccc21)Nc1ccc(C(=O)O)cc1,-1,-3,-16,10,-6,3.0,3,17,1
CC(C)CCN1CCN(Cc2nc3c(s2)CCCC3)CC1CCO (stereo not given),-6,-9,-1,1,-3,1.0,3,-9,3
COc1cccc(CC(=O)Nc2ccc(S(=O)(=O)Nc3nccs3)cc2)c1,-2,-3,4,-3,-3,0.3,-8,0,0
CN1CCc2c1nc1ccccc1c2N=C1CCCN1Cc1ccccc1,-10,-5,4,9,-8,1.2,-12,13,8
CCOc1ccc(NC(=O)c2cc(Cl)nc3ccccc23)cc1,-14,-3,-18,16,-6,0.5,-7,-4,1
O=C(CC1Sc2ccccc2NC1=O)NNc1ccc(F)cc1 (stereo not given),.,-3,-26,12,-2,0.1,.,-8,3
Cc1ccc(C(=O)COC(=O)CN2C(=O)C3C4C=CC(C4)C3C2=O)cc1[N+](=O)[O-] (stereo not given),-13,-4,-21,16,-16,7.9,-2,-6,8
CC(C(=O)NCCC1=CCCCC1)N1C(=O)c2ccccc2C1=O (stereo not given),0,-3,20,-10,4,0.5,-18,-33,2
C[C@@H]1C=C(C(=O)N2CCOCC2)O[C@H](OCc2ccc(CO)cc2)C1,-3,1,-5,5,0,0.7,3,-17,0
S=C(Nc1ccc2c(c1)OCO2)N1CCCC1,-15,-11,-14,15,-6,0.6,-4,-10,2
CC/C(O)=C1\C(=O)CCCC1=NCCc1nc2ccccc2[nH]1,-18,-3,-9,6,-9,0.5,-2,-14,2
CN(C)S(=O)(=O)Oc1cccc(C(=O)Nc2ccc([N+](=O)[O-])cc2)c1,-28,-3,6,-13,1,6.4,0,3,18
COc1ccc(OC)c(S(=O)(=O)N(C)CC(=O)Nc2ccccc2OC)c1,0,-1,-8,6,7,1.2,17,-5,2
O=C(NCCc1ccccc1)c1ccc(S(=O)(=O)N2CCCC2)cc1,-2,-5,2,-2,-6,0.5,-17,9,2
Cc1onc(-c2c(F)cccc2Cl)c1C(=O)NC1CCSC1=O (stereo not given),-6,-4,-10,0,10,0.6,-14,-6,0
NC(Cc1ccccc1)c1csc(Nc2ccc(C(=O)NCCO)cc2)n1 (stereo not given),.,-2,-16,6,-11,0.6,.,-8,1
COc1cc(OC)cc(C(=O)N[C@H](C(=O)NCc2cccs2)C(C)C)c1,-10,-9,13,-5,-1,0.1,-20,2,1

# Laid out differently: three of the compounds above
SMILES | OXTR potentiate | M1 ag | CHRM1 antagonist | M1 PAM | M4 antag | M1 ag parental | CHO parental Ca | CHO-K1 Ca antag | M4 ag
Cc1onc(-c2c(F)cccc2Cl)c1C(=O)NC1CCSC1=O (stereo not given) | -6 | -4 | -10 | 0 | 10 | 0.6 | -14 | -6 | 0
CC/C(O)=C1\C(=O)CCCC1=NCCc1nc2ccccc2[nH]1 | -18 | -3 | -9 | 6 | -9 | 0.5 | -2 | -14 | 2
Cc1ccc(NS(=O)(=O)c2ccccc2F)cc1S(=O)(=O)N1CCCCC1 | -3 | 2 | -6 | 0 | -1 | 2.4 | -19 | -13 | 3

# Next part
SMILES,OXTR potentiate,M1 ag,CHRM1 antagonist,M1 PAM,M4 antag,M1 ag parental,CHO parental Ca,CHO-K1 Ca antag,M4 ag
Cc1ccc(C(=O)CCC(=O)OCC(=O)Nc2nnc(-c3ccccc3)o2)cc1,.,-3,-7,11,4,-0.1,.,9,0
CCN(CC(=O)NCc1cccs1)C(=O)CCC(=O)c1ccc(C)cc1,-3,-3,-12,15,-4,0.6,-9,-7,1
CN(C)c1ccc(/C=N/NC(=O)c2ccc(Cl)cc2)cc1,-10,-6,-9,7,-3,0.2,-15,-15,0
CCOc1ccc(NC(=O)CCN2CCN(S(=O)(=O)c3cc(Cl)ccc3OC)CC2)cc1,-17,2,-10,-3,2,3.7,-53,-20,6
COc1ccc(NCc2n[nH]c(=O)c3ccccc23)cc1,-2,-3,-7,3,2,-0.1,-10,-10,0
CCCCC(=O)N1CC(=O)Nc2ccc(F)cc2C1c1ccccc1 (stereo not given),-4,-6,1,3,3,4.0,-12,0,1
CCN(CC)C(=O)c1nc[nH]c1C(=O)N(C)Cc1ccccc1,-1,-2,5,1,2,13,-5,4,1
CCc1cccc(NC(=O)CCCSc2nc3ccccc3[nH]2)c1,-11,-5,-5,1,-1,5.3,-20,-9,9
Cc1nc2c3ccccc3nc(NNC(=O)CCC(=O)NCCN3CCN(c4ccccc4F)CC3)n2n1,-4,-2,-7,4,-7,0.6,-19,3,3
CCOc1ccc2cc(S(=O)(=O)N3CCN(C)CC3)ccc2c1,-17,6,-27,15,-2,-0.4,-4,10,4
CCCCc1ccc(NC(=O)CN(C)CC(=O)Nc2ccccc2Cl)cc1,-4,-5,-5,6,0,0.2,-37,8,0
CCOC(=O)c1ccc(NC(=O)CN2C(=O)CSC(C)C2=O)cc1 (stereo not given),-10,-7,5,1,-3,0.7,-5,-7,3
CCCCNS(=O)(=O)CCNCc1ccc(OC)cc1,.,-2,-7,3,-2,0.1,-17,-4,0
CCCc1nc2scc(-c3ccccc3)c2c(=O)n1N,-6,-2,-3,-2,-11,3.0,-4,-5,5
COc1ccc(NC(=O)Cn2c(=O)n(CC(=O)NCc3ccco3)c(=O)c3ccccc32)cc1,-15,-1,-11,10,-3,0.0,-9,3,0
Cc1ccc(S(=O)(=O)N(CCCc2c(C)nc(N)[nH]c2=O)Cc2ccc([N+](=O)[O-])cc2)cc1,.,-7,-8,-4,-1,0.2,.,-4,1
Cc1nc2c(nnn2Cc2ccccc2Cl)c(=O)[nH]1,4,-3,-9,5,-1,0.4,-7,-3,0
CCCCCCCNC(=O)C1(CC2CC(c3ccccc3)=NO2)CCN(C(=O)c2ccccc2)CC1 (stereo not given),-11,-8,2,2,-3,-0.4,-29,-22,6
O=C(CCC(=O)N1CCOCC1)Nc1ccc(Cl)c(Cl)c1,-1,-2,-14,5,-1,3.9,-5,-12,2
O=C(c1cc(COc2cccc(C(F)(F)F)c2)on1)N1CCC(c2ccccc2)CC1,-10,-2,3,-5,-3,0.9,-16,-13,2
COc1ccc(Br)cc1CN1CCN(C(=O)c2cccc(F)c2)CC1,2,-5,-5,9,1,0.6,-17,-9,1
O=C(NCCN1CCN(c2ccc([N+](=O)[O-])cc2)CC1)NCc1ccccc1,-8,-4,0,-1,10,5.3,1,2,11
CCOc1ccc(/C(O)=C2\C(=O)C(=O)N(CCN(C)C)C2c2cccc(OC)c2OC)cc1Cl (stereo not given),-9,-5,6,2,7,0.0,-7,1,0
C[C@@H]1COC(=O)[C@H](Cc2ccc(F)cc2)CC/C=C\C[C@@H](CC(=O)NCCO)C(=O)N1,-1,-2,-12,9,2,0.3,-11,-7,2
